Source: PubChem
HTR5A ag: counter-screen for OPRM1-OPRD1 agonists: human HTR5A agonism. activation, % at 9.3 µM. HTR5A agonist assay, luminescence, cell-based. AID 504692. hit rate 0.61% among 340,000. P47898; in the data active = activation mostly above about 9.5%, no sharp cut-off; inactive = mostly below about 7.6%;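 also: 0% = cells with vehicle only and 100% = reference agonist; strong numbers were not always called active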
Target sequence (P47898 whole entry, looked up): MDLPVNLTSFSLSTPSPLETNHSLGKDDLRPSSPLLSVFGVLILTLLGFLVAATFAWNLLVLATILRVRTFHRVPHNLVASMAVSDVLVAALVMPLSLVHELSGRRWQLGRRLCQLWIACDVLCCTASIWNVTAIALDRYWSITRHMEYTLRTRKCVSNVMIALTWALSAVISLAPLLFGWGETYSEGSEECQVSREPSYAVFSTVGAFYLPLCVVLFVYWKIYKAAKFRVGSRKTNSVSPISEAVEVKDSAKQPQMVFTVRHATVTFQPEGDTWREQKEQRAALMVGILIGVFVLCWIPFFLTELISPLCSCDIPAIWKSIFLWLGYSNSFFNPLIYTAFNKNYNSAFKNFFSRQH
HTR5A inv ctr: inverse agonist of human HTR5A in OPRM1-OPRD1 counter-screen | AID 504634 | HTR5A cell line, luminescence, inverse agonism | hit rate 0.083% among 340,000 | inhibition, % at 9.3 µM | P47898; in the data active = inhibition mostly above about 23%, no sharp cut-off; inactive = mostly below about 18%;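 also: 0% = cells with DMSO and 100% = no-cell wells with DMSO; some compounds called inactive have numbers as strong as hits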
C-LANA FP: inhibitors of KSHV LANA C-terminal domain DNA binding; MBP-C-LANA/FAM-LBS DNA binding, fluorescence polarization; inhibition, % at 9 µM; hit rate 0.078% among 340,000; AID 504423;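 active = highest replicate inhibition at or above 60% at 9 µM, even if other replicates fall short; inactive = all replicates below 60% inhibition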;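 also: 0% = neutral control wells and 100% = 4 µM acridine orange control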
RTF Ca sens act: increases calcium sensitivity of human cardiac regulated thin filaments; P19429+P45379; IANBD-labeled TnC RTF fluorescence at EC20 calcium; 0% EC20 calcium, 100% full calcium; activation, % at 7.2 µM; hit rate 0.24% among 340,000; AID 493008;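 active = activation above the mean over all tested compounds plus 3 SD, cut at about 30% in these data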;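 also: rise in fluorescence read as greater calcium sensitivity of cardiac thin filaments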
CAL PDZ FP: CAL PDZ (human) peptide binding inhibition; Q9HD26; purified CAL PDZ, TMR-peptide fluorescence polarization, 1 h; inhibition, % at 24.9 µM; hit rate 0.92% among 300,000; AID 602252;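 active = mean inhibition of at least 30% with at least half of replicates also reaching 30%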;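 also: 0% = DMSO neutral control and 100% = excess unlabeled competitor peptide PRC23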
OPRM1-OPRD1 inv: inverse agonist of human OPRM1-OPRD1 heterodimerization; P35372+P41143; cell-based MOR-DOR heterodimer luminescence, inverse agonism; inhibition, % at 9.3 µM; hit rate 0.21% among 340,000; in the data active = inhibition above about 22%, passing the limit was not always enough;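 also: 0% = cells with DMSO and 100% = wells without cells with DMSO; values of inactives mirror those of a sister screen read the other way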
Cardiac RTF inh: cardiac RTF calcium desensitization; IANBD-labeled cardiac RTF, Ca2+ fluorescence; hit rate 0.12% among 340,000; inhibition, % at 7.15 µM; P19429+P45379;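 active = inhibition above the mean inhibition of all tested compounds plus 3 SD, cut at about 17% in these data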;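 also: assay run at fixed EC70 calcium of 1.6 mM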
V-ATPase pH: yeast V-ATPase proton transport regulation by pHLuorin | AID 504577 | response, % at 10 µM | hit rate 0.37% among 350,000 | S. cerevisiae, pHLuorin cytosolic pH fluorescence; in the data active = response mostly above about 7.3%, no sharp cut-off; inactive = mostly below about 5.4%; also: actives read high; inactives centre near 0; some compounds called inactive have numbers as strong as hits; reference of the scale not given here
OPRM1-OPRD1 ag: OPRM1-OPRD1 heterodimerization agonism | P35372+P41143 | cells, luminescence | activation, % at 9.3 µM | hit rate 0.3% among 340,000 | AID 504326; in the data active = activation above about 18%;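 also: 0% = vehicle-treated cells and 100% = reference agonist; values of inactives mirror those of a sister screen read the other way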
Keap1 Nrf2 FP: disrupts human Keap1 binding to Nrf2 peptide | hit rate 0.15% among 340,000 | Keap1 Kelch-Nrf2 peptide fluorescence polarization, 1536-well | Q14145 | inhibition, % at 9.4 µM; in the data active = inhibition above about 12%;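 also: human Keap1 Kelch domain with fluorescein labeled Nrf2 9mer peptide probe; 0% = neutral control wells and 100% = peptide positive control; higher means more block of Keap1 binding to Nrf2 peptide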
Target sequence (Q14145 whole entry, looked up, the tested form may be a part): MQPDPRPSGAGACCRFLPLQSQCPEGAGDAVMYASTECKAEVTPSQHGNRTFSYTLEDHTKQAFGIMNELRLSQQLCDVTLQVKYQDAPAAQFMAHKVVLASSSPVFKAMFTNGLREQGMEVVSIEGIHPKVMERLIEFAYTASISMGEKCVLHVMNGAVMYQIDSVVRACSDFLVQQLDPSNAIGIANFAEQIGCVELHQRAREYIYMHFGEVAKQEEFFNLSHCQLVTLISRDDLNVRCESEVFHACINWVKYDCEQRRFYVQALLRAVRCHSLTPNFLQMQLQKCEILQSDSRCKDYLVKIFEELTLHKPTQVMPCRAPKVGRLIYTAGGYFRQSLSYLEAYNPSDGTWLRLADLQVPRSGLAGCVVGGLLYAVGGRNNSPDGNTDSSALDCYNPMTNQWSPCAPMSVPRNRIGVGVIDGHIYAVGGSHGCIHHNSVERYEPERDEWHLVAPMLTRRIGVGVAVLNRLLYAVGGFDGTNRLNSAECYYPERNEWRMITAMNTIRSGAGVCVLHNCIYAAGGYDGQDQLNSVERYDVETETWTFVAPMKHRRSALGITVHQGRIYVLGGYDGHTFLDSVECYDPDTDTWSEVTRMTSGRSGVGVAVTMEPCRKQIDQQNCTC
Numbers without * were called inactive; nt = not tested or not shown.

entry	smiles	HTR5A ag	HTR5A inv ctr	C-LANA FP	RTF Ca sens act	CAL PDZ FP
1	CCCOC(=O)c1c(NC(=O)C2C3C=CC(C3)C2C(=O)O)sc2c1CCC(C)C2 (configuration not stated)	-5	18	1.0	-2	nt
2	COC(=O)c1c(NC(=O)c2ccccc2)sc(C(N)=O)c1C	1	8	0.3	7	-2
3	Cc1ccc(NC(=O)C2CCCN2C(=O)OCc2ccccc2)c(O)c1 (configuration not stated)	0	16	-0.4	5	-8
4	Cc1ccc(NS(=O)(=O)c2cc3c4c(cccc4c2)C(=O)NC3=O)cc1C	0	-7	0.7	1	-5
5	Cc1cccc(NC(=S)N(CCN(C)C)Cc2cc3cc(C)cc(C)c3[nH]c2=O)c1	-1	3	3.0	11	-8
6	CS(=O)(=O)Nc1ccc(C2=NN(C(=O)c3ccccc3)C(c3cccs3)C2)cc1 (configuration not stated)	3	-10	1.4	-10	-1
7	Cc1ccccc1C(CC(=O)c1cccs1)C(C#N)C#N (configuration not stated)	3	-10	1.5	1	-7
8	Cc1cc(F)ccc1S(=O)(=O)N1CCCOC1CNC(=O)C(=O)NCc1ccccn1 (configuration not stated)	4	-11	0.1	0	-1
9	CCC(C)c1ccc(O)c(NC(=O)c2ncn[nH]2)c1 (configuration not stated)	-5	11	-1.1	3	-5
10	CC(=O)c1cn(CCC(C)C)c(=O)[nH]c1=O	1	-2	0.5	1	1

entry	OPRM1-OPRD1 inv	Cardiac RTF inh	V-ATPase pH	OPRM1-OPRD1 ag	Keap1 Nrf2 FP
1	7	4	2	-1.4	-3
2	-3	0	1	0.7	1
3	20	-4	4	-3.8	1
4	-18	-10	-1	3.3	-3
5	1	2	1	-0.2	-5
6	14	-2	2	-3.2	-3
7	9	2	1	-1.6	-4
8	3	-4	2	-0.7	-5
9	5	-9	-78	-0.9	-5
10	-6	4	-2	0.9	6

Single records, from the list above.
Record of Cc1cccc(NC(=S)N(CCN(C)C)Cc2cc3cc(C)cc(C)c3[nH]c2=O)c1 : HTR5A ag = -1; HTR5A inv ctr = 3; C-LANA FP = 3.0; RTF Ca sens act = 11; CAL PDZ FP = -8; OPRM1-OPRD1 inv = 1; Cardiac RTF inh = 2; V-ATPase pH = 1; OPRM1-OPRD1 ag = -0.2; Keap1 Nrf2 FP = -5
Record of CCC(C)c1ccc(O)c(NC(=O)c2ncn[nH]2)c1 (configuration not stated) : HTR5A ag = -5; HTR5A inv ctr = 11; C-LANA FP = -1.1; RTF Ca sens act = 3; CAL PDZ FP = -5; OPRM1-OPRD1 inv = 5; Cardiac RTF inh = -9; V-ATPase pH = -78; OPRM1-OPRD1 ag = -0.9; Keap1 Nrf2 FP = -5

Next results.
entry	smiles	HTR5A ag	HTR5A inv ctr	C-LANA FP	RTF Ca sens act	CAL PDZ FP
11	Cc1csc(SCCn2c(Br)nc3c2c(=O)[nH]c(=O)n3C)n1	-1	-16	-1.4	4	0
12	Cn1c(OCc2ccco2)nc2c1c(=O)n(Cc1ccc(Cl)c(Cl)c1)c(=O)n2C	-3	-3	0.7	7	-3
13	CN(C)C(=O)COC(=O)/C=C/c1ccccc1[N+](=O)[O-]	1	-2	-1.7	4	-6
14	O=C(CCC1CCCC1)NCc1ccccn1	8	-12	1.1	-3	-3
15	COc1ccc(CCNC(=O)CSc2nc3c(c(=O)n(C)c(=O)n3C)n2C(C)C)cc1OC	5	0	1.4	-2	-3
16	O=C(Nc1ccccc1)NC1CCCCC1	3	-13	0.6	-1	-2
17	O=C(COc1nnc2ccccn12)N1CCN(S(=O)(=O)c2ccccc2)CC1	-1	-1	-2.0	-2	-2
18	CC(C)Cc1nc2n[nH]c(N)c2c2c1CCC2	0	-11	-0.1	-4	2
19	O=C(COC(=O)Cc1c(F)cccc1Cl)NC(=O)c1ccccc1	1	-11	0.5	-3	50*
20	Clc1ccc(OCCn2ccnc2)c(Br)c1	8	1	0.9	-2	0

entry	OPRM1-OPRD1 inv	Cardiac RTF inh	V-ATPase pH	OPRM1-OPRD1 ag	Keap1 Nrf2 FP
11	7	-2	-4	-1.3	-4
12	12	-9	-1	-1.9	-8
13	5	0	1	-1.0	3
14	7	-5	-7	-1.1	4
15	9	-5	-1	-1.6	3
16	17	2	-2	-3.1	-3
17	18	3	1	-3.7	-1
18	5	-3	-4	-0.9	-1
19	0	-3	6	0.1	-6
20	7	6	2	-1.3	-1

Later entries:
entry	smiles	HTR5A ag	HTR5A inv ctr	C-LANA FP	RTF Ca sens act	CAL PDZ FP
21	COC(=O)Cc1nc2c(N)nc(N)nc2[nH]c1=O	-2	6	1.0	0	0
22	O=C(C[n+]1cc(-c2ccccc2)n2c1CCCCC2)c1ccc(Cl)cc1	0	1	0.7	0	-1
23	Cc1cc(C)n(CCC(=O)N/N=C/c2ccc(O)cc2)n1	-2	-2	0.2	-4	-3
24	CC1CCCC(C)N1CC(O)COc1ccc(Cl)cc1 (configuration not stated)	3	6	2.0	2	-2
25	COc1ccc(/C(C)=N/NC(=S)NCc2ccco2)cc1	0	7	2.0	0	-5
26	O=C(/C=C/c1cccc([N+](=O)[O-])c1)NCCN1C(=O)S/C(=C\c2cccnc2)C1=O	0	0	-0.4	2	-2
27	CCC1(c2ccc(F)cc2)NC(=O)N(CC(=O)Nc2ccc(S(N)(=O)=O)cc2)C1=O (configuration not stated)	-6	18	-1.3	7	-3
28	O=S(=O)(NCC1CCCO1)c1ccc(-c2ccc(S(=O)(=O)NCC3CCCO3)cc2)cc1 (configuration not stated)	4	-5	0.1	3	nt
29	CC(=O)c1cc(C#N)c(N2CCCC2)nc1C	3	-8	-0.4	-1	-2
30	Cc1nnc(SCC2=C(C(=O)O)N3C(=O)C(NC(=O)Cn4ncc(Cl)c4C)C3SC2)s1 (configuration not stated)	-5	11	1.5	-1	nt

entry	OPRM1-OPRD1 inv	Cardiac RTF inh	V-ATPase pH	OPRM1-OPRD1 ag	Keap1 Nrf2 FP
21	14	-10	-3	-3.0	2
22	9	-4	0	-1.3	0
23	12	-15	1	-1.9	-1
24	5	-5	1	-0.9	0
25	-2	-4	-5	0.3	0
26	7	-2	-3	-1.4	-6
27	-2	-9	1	0.4	-2
28	-2	-10	1	0.3	-4
29	9	-12	-2	-1.7	1
30	-11	3	3	2.1	-4

The listing continues.
entry	smiles	HTR5A ag	HTR5A inv ctr	C-LANA FP	RTF Ca sens act	CAL PDZ FP
31	CC(=O)Nc1ccc2nc(NC(=O)c3ccc([N+](=O)[O-])o3)sc2c1	4	-16	-1.1	-7	-4
32	C=CCOc1ccc(/C=C/C(=O)OCC(=O)NCCC2=CCCCC2)cc1	1	-20	-1.3	3	1
33	COc1ccc(C2COC(=O)C2=N)c(NC(=O)c2ccc(Cl)cc2)c1 (configuration not stated)	1	-35	0.5	1	-1
34	CCC(=O)NC(Cc1ccccc1)c1nc2ccccc2[nH]1 (configuration not stated)	3	-11	0.0	-5	-5
35	Cc1cccc(NC(=O)c2ccc(OCc3c(C)noc3C)cc2)c1	4	-6	0.9	2	-8
36	COc1ccc2c(c1)S(=O)(=O)c1ccccc1N2	2	-6	-0.9	2	-2
37	CC(C)(C)c1ccc(S(=O)(=O)NCC(=O)Nc2ccc(-c3nc4ccccc4s3)cc2)cc1	5	-12	1.0	-1	-1
38	C/C(=N\NC(=O)c1cc(-c2ccc(Cl)s2)[nH]n1)c1ccncc1	10	-28	1.0	-3	-4
39	C[C@H](CO)N1C[C@H](C)[C@@H](CN(C)S(=O)(=O)c2ccc(F)cc2)Oc2c(NC(=O)Nc3ccc4c(c3)OCO4)cccc2C1=O	2	0	0.7	-1	0
40	O=C(Cn1cnc2scc(-c3ccccc3)c2c1=O)NCc1ccco1	-1	4	1.9	-1	nt

entry	OPRM1-OPRD1 inv	Cardiac RTF inh	V-ATPase pH	OPRM1-OPRD1 ag	Keap1 Nrf2 FP
31	-15	-3	-4	3.1	-2
32	-13	-5	-6	3.9	-4
33	9	-9	4	-1.8	-5
34	10	-11	-3	-2.1	-2
35	8	-6	1	-2.1	3
36	-1	-1	4	0.2	1
37	-9	-8	3	2.0	-4
38	0	-11	1	-0.1	-6
39	11	-7	2	-2.3	-5
40	-3	-5	1	0.4	-5

Other entries
entry	smiles	HTR5A ag	HTR5A inv ctr	C-LANA FP	RTF Ca sens act	CAL PDZ FP
41	CC(C)CCN1CCN(Cc2ccc3nsnc3c2)CC1CCO (configuration not stated)	-3	9	0.2	1	-5
42	COc1ccc(C(=O)NCC(=O)N2CCNC(=O)C2)cc1OC	6	7	-0.9	-2	7
43	O=C(Nc1ccc2c(c1)COC2=O)c1ccc(Cl)c(Cl)c1	3	-9	0.0	-3	-3
44	Cc1nn(Cc2ccccc2Cl)c(C)c1NC(=O)C1C2CCC(O2)C1C(=O)O (configuration not stated)	6	-1	-0.2	4	-3
45	Cn1c(=O)n(Cc2ccccc2)c(=O)c2c1nc(NCC1CCCO1)n2Cc1ccccc1 (configuration not stated)	2	21	2.4	2	2
46	c1ccc2c(c1)Oc1ccccc1S2	13*	-52	-0.4	7	-3
47	O=C(NCc1ccco1)C(c1ccccc1F)N(Cc1cccnc1)C(=O)Cn1nnc2ccccc21 (configuration not stated)	3	-7	0.4	1	-1
48	CC(C)(C)C(=O)Nc1ccc(-c2cnco2)cc1	-1	-16	-2.1	4	nt
49	Cc1ccc(NC(=O)CN(C)C(=O)CSc2nnc(C)s2)cc1	-2	9	-2.8	-1	-3
50	COC(=O)[C@H](CCSC)NC(=O)Nc1cccc(C)c1C	-1	-2	-0.1	4	0

entry	OPRM1-OPRD1 inv	Cardiac RTF inh	V-ATPase pH	OPRM1-OPRD1 ag	Keap1 Nrf2 FP
41	14	3	-6	-2.8	2
42	1	-5	5	-0.2	0
43	-15	0	3	2.7	2
44	0	-2	-3	-0.1	-2
45	10	5	-3	-1.7	1
46	17	-4	4	-3.1	-2
47	17	-1	-1	-4.2	-5
48	7	-9	-1	-1.3	4
49	9	2	-6	-1.8	-5
50	13	-3	1	-2.5	-8

(further entries)
entry	smiles	HTR5A ag	HTR5A inv ctr	C-LANA FP	RTF Ca sens act	CAL PDZ FP
51	c1ccc(NC2=NCCN2CC2CCCCCC2)cc1	1	-4	-0.8	0	-3
52	CCN(C[C@H]1N[C@@](Cc2ccccc2)(C(=O)OC)[C@H]2C(=O)N(C)C(=O)[C@@H]12)S(=O)(=O)c1ccc(OC)cc1	-4	15	-1.5	-5	2
53	CC(C)(C)NC(=O)CN(CCN1CCOCC1)C(=O)CNS(=O)(=O)c1ccc(Cl)cc1	3	4	2.5	-4	-3
54	CCc1ccc(CN(C)C(=O)c2cc(S(=O)(=O)N3CCOCC3)ccc2N2CCCC2)cc1	-3	3	-0.1	-8	0
55	Cc1ccc(CNC(=O)c2ccc(N3CCC4(CC3)CC(c3cccc(Br)c3)=NO4)c(NC(=O)c3ccccc3)c2)cc1	3	-4	-0.6	-4	-6
56	COc1cccc(/C=C/C(=O)OCC(=O)NCc2ccco2)c1OC	-1	14	-0.6	2	-3
57	O=C(Nc1ccc(F)cc1F)N1CCCC(c2nc(-c3ccc(F)cc3)no2)C1 (configuration not stated)	-2	20	-0.1	4	2

entry	OPRM1-OPRD1 inv	Cardiac RTF inh	V-ATPase pH	OPRM1-OPRD1 ag	Keap1 Nrf2 FP
51	7	-1	7	-1.2	-2
52	5	-3	-4	-1.1	4
53	12	-4	-3	-2.3	5
54	6	-14	-1	-1.1	4
55	9	-29	-2	-1.6	4
56	14	-40	1	-2.8	-3
57	-24	1	-2	3.5	-1

Rows are unselected; any-hit rate near 2.8%.
